Bim-Bcl-XL: human Bim-Bcl-XL interaction inhibition; Bim peptide-Bcl-XL binding, bead flow cytometry, fluorescence; inhibition, % at 10 µM; hit rate 0.04% among 190,000
RGS7-Gao: human RGS7-Galphao interaction regulation. P09471. Multiplexed bead flow cytometry, RGS7-Galphao binding; actives lie on both sides. binding response (% of control), % at 10 µM. hit rate 0.35% among 220,000. AID 1439; in the data active = binding response below about 49% or above about 150%; inconclusive = no clear call, values can overlap the other calls; inactive = in between;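 note: fluorescent Galphao held in activated GDP-AlF4 state binding bead-coupled RGS7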
Bim-Bcl-B: disrupts Bim peptide binding to human Bcl-B; hit rate 0.073% among 190,000; Q9HD36; AID 951; bead-based flow cytometry; inhibition, % at 10 µM;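 note: 0% = tracer peptide without compound and 100% = reference inhibitor peptide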
ABCB1 inh: inhibitors of human ABCB1 transporter, ABCG2 counter-screen. hit rate 0.067% among 190,000. CCRF-Adr cells, JC-1 efflux, flow cytometry. P08183. inhibition, % at 6.6 µM. AID 1326; in the data active = inhibition above about 40%;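 note: 0% = vehicle and 100% = reference inhibitor; higher value means more JC-1 retained so stronger ABCB1 efflux block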
RGS8-Gao reg: modulates binding of RGS8 to human Galphao | P09471 | multiplexed bead flow cytometry; actives lie on both sides | AID 1423 | response (percent of control binding), % at 10 µM | hit rate 0.34% among 220,000; in the data active = response below about 60% or above about 140%; inactive = in between;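 note: Galphao activated as the GDP aluminium fluoride complex binding bead-coupled RGS8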
ABCG2 inh: blocks JC-1 efflux by human ABCG2 transporter | Q9UNQ0 | IgMXP3 cells, flow cytometry | inhibition, % at 6.6 µM | hit rate 0.1% among 190,000;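 active = inhibition above 80%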;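 note: 0% = DMSO and 100% = nicardipine control wells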
Target sequence (Q9UNQ0 whole entry, looked up): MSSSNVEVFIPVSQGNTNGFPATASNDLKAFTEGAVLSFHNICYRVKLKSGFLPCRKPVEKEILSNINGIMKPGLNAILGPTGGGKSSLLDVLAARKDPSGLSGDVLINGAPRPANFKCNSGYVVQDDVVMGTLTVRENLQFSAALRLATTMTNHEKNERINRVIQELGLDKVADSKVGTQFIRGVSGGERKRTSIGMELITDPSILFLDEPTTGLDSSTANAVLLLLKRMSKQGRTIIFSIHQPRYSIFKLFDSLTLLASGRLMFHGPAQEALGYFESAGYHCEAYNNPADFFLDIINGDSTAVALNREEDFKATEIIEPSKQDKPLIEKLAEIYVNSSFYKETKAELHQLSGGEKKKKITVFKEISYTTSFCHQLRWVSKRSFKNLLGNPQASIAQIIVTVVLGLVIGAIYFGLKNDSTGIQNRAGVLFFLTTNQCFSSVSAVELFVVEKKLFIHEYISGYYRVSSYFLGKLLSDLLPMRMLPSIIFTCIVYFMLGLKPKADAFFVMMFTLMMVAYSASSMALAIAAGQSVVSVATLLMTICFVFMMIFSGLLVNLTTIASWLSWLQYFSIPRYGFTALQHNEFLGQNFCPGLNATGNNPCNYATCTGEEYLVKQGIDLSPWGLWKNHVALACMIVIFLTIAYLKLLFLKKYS
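Test system: IgMXP3 (ABCG2) plus far-red-tagged CCRF-Adr (ABCB1) cells / Amount: 3 million cells/mL in well / Reagent: JC-1 transporter substrate / Timing: 10 min compound exposure, 25 °C / Signal: flow cytometry, 530 nm JC-1 signal / Read-out: percent efflux inhibition, scaled nicardipine 100% to DMSO 0% / Benchmarks: nicardipine as high control, DMSO as low control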
Bim-Bfl-1: disrupts Bim binding to human Bfl-1; Q16548; Bead-based flow cytometry, Bim-Bfl-1 binding inhibition; inhibition, % at 10 µM; hit rate 0.12% among 190,000; AID 1008;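 note: 0% = wells without compound plus tracer and 100% = blocker peptide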
Mcl-1 Bim block: disrupts Bim peptide binding to human Mcl-1 | Q07820 | Bead-based flow cytometry, Bim peptide-Mcl-1 binding | inhibition, % at 10 µM | hit rate 0.1% among 190,000 | AID 1009;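 note: 0% = no compound tracer wells and 100% = peptide blocker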
Bcl-W Bim block: inhibitors of Bim-Bcl-W interaction, human. bead-based flow cytometry, Bim peptide-Bcl-W binding. hit rate 0.02% among 190,000. Q92843. AID 952. inhibition, % at 10 µM;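 note: 0% = bound tracer without compound and 100% = peptide blocker; higher means less fluorescent Bim peptide bound to Bcl-W beads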
Target sequence (Q92843 whole entry, looked up): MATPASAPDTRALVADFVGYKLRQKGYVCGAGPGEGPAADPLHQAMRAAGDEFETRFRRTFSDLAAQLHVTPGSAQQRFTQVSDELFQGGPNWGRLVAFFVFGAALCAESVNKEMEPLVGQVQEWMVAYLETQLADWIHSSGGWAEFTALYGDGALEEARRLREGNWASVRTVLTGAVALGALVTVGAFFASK
Bcl-2 Bim block: disrupts Bim peptide binding to human Bcl-2; P10415; Bead-based flow cytometry, Bim peptide-Bcl-2 binding; inhibition, % at 10 µM; hit rate 0.06% among 190,000; AID 950; in the data active = inhibition above about 40%; inconclusive = no clear call, values can overlap the other calls;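 note: 0% = no compound wells with probe peptide and 100% = reference peptide inhibitor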
Target sequence (P10415 whole entry, looked up): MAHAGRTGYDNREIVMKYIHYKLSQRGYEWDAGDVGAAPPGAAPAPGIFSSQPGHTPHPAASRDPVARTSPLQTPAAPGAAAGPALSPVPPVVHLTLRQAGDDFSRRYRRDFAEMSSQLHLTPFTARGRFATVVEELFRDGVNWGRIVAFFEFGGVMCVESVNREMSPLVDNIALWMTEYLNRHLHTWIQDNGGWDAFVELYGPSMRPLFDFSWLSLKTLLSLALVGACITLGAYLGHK
RGS4-Gao reg: human RGS4-Galphao interaction regulation. Multiplexed bead flow cytometry, RGS4-Galphao binding; actives lie on both sides. binding response (% of control), % at 10 µM. hit rate 0.33% among 220,000; in the data active = binding response below about 49% or above about 150%; inactive = in between;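 note: fluorescent Galphao activated with aluminum fluoride binding bead-coupled RGS4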
* marks the source's active call; other numbers are inactive results; ? = inconclusive; nt = not tested or not shown; [ ] = another dose, or the depositor's remark. Cut-off read from the data, not from the text of the source, unless noted: active = inhibition above about 40%. Random draw from the library. About 0.94% of those tested had a hit in this group.

structure	Bim-Bcl-XL	RGS7-Gao	Bim-Bcl-B	ABCB1 inh	RGS8-Gao reg	ABCG2 inh	Bim-Bfl-1	Mcl-1 Bim block	Bcl-W Bim block	Bcl-2 Bim block	RGS4-Gao reg
CC(C)c1nc(SCC(=O)Nc2cccc(C(F)(F)F)c2)c2c(=O)n(C)c(=O)n(C)c2n1	-3	102	0	1.0	101	3	-7	1	3	-4	102
O=C(CSc1c[nH]c2ccccc12)NCC1CCCO1 (stereo unspecified)	-3	104	-7	0.3	101	1	-7	0	3	-5	106
COc1ccc(-c2nnc3n(CCc4ccccc4)c(=O)c4ccccc4n23)c(OC)c1	-9	98	-6	2.5	101	16	-5	-4	-7	-2	97
CC(C)=CCCC(C)NC(=O)NC1CCCCC1 (stereo unspecified)	0	nt	-1	0.4	nt	1	3	-1	0	-11	nt
COc1ccc(C(=O)/C=C/c2ccc(OC(=O)c3cc(OC)c(OC)c(OC)c3)cc2)cc1	38	129	23	3.0	159*[activator]	4	37	33	28	23	120
CCCCNCC(O)(c1ccc(Cl)cc1)c1ccc(Cl)cc1	0	?	-2	3.6	102	3	-5	-1	-1	0	98
O=C(Cc1ccccc1)N1CCCC1c1ccccc1 (stereo unspecified)	-6	98	-12	1.0	102	3	-7	0	0	-6	103
COCCCNC(=S)N1CCCC(c2nc3cc(C)c(C)cc3[nH]2)C1 (stereo unspecified)	1	109	-9	1.1	108	18	-1	6	2	-1	106
COc1ccc(NC(=O)C(c2ccccc2)N2CCN(c3ccccn3)CC2)cc1Cl (stereo unspecified)	-3	93	-6	3.0	97	5	-7	-1	-1	-6	101
CCN1CCN(C(=O)c2ccc(CN(c3ccc(C)c(C)c3)S(C)(=O)=O)cc2)CC1	-3	106	-2	17	96	38	-6	-1	-1	-2	103
O=C(NCc1ccccn1)c1nnc(Cc2ccc(Cl)cc2)o1	-6	99	-7	0.1	101	4	-4	-5	-5	-5	102
Cn1cc(C(=O)N/N=C/c2c(O)ccc3ccccc23)ccc1=O	-1	?	-6	-0.3	99	0	3	-2	-1	-3	102
CC(C)(C)NC(=O)c1ccc2nccnc2c1	-11	102	-8	0.4	99	9	-12	1	-2	-10	96
COc1ccc(C2/C(=C(/O)c3ccccc3)C(=O)C(=O)N2c2ccccn2)c(OC)c1 (stereo unspecified)	0	97	1	0.1	101	0	0	0	-2	1	101
O=C(CN1C(=O)COc2ccccc21)Nc1ccc(F)cc1	-9	84	-4	-0.3	91	3	-6	-1	-6	-7	90
COc1ccccc1Oc1ccc(N/C=C/C(=O)c2ccco2)cc1	-2	?	-9	0.3	101	2	-2	0	0	0	97
COc1ccc2c(CC(=O)N3CCc4ccccc43)coc2c1	1	99	0	0.1	101	1	-1	-1	0	0	100
CN(C)CC(=O)Nc1ccc2cn[nH]c2c1	-2	103	-5	0.3	100	0	-4	-2	0	-5	102
Cc1cc2oc(=O)cc(CN3CCOCC3)c2cc1C	-5	97	-9	0.1	101	1	-9	-1	0	-11	99
O=C(NCc1ccco1)c1ccc(=O)oc1	-1	103	-1	-0.2	105	0	0	-2	0	0	96
COc1nc(Nc2ccc(C(C)=O)cc2)nc(OC)n1	-5	149	5	0.5	94	3	3	2	3	2	188*[activator]
C=CCn1c(SCC(=O)NC(=O)c2cccc([N+](=O)[O-])c2)nnc1-c1ccccc1F	-4	98	-9	0.4	102	2	0	-7	-5	-6	100
Cc1cc(=O)oc2cc(OCc3ccc(C(=O)N4CCN(c5ccc([N+](=O)[O-])cc5)CC4)cc3)ccc12	-1	98	0	-1.2	102	-5	-1	0	-4	0	91
CC(C)(C)c1ccc(C(=O)NNC(=O)c2ccccc2Br)cc1	-13	100	-12	0.2	104	0	-18	-2	-1	-12	102
O=C1CCCCC1Sc1nnc(-c2ccc3c(c2)OCO3)o1 (stereo unspecified)	-3	?	-3	0.4	103	11	-6	0	-2	-3	102
O=C(NCCOC(=O)c1ccccc1C(=O)OCCNC(=O)c1cccnc1)c1cccnc1	12	101	-17	0.8	100	4	7	15	15	4	100
Cc1ccc(N2CC(C(=O)NCc3cccnc3)CC2=O)cc1 (stereo unspecified)	-4	101	-6	0.2	104	1	-7	0	-3	-4	100
CCOC(=O)c1c(C)[nH]c(C)c1C(=O)COC(=O)c1cccc(C)c1O	-5	101	-4	1.2	96	27	0	-4	-3	-5	103
O=C(NCc1ccc2c(c1)OCO2)NC1CCCCC1	0	97	-8	0.5	99	3	-5	-3	-3	-2	100
Cc1ccc([N+](=O)[O-])cc1NC(=O)CN1CCC(C)CC1	0	99	1	0.9	98	4	-2	-1	-4	0	99
O=C1NC(=O)C2C1C(c1ccc([N+](=O)[O-])cc1)=NN2Cc1ccccc1 (stereo unspecified)	2	100	-23	3.8	101	33	0	3	1	4	102
O=C(CSc1cccc2cccnc12)OCC(=O)c1ccccc1	3	105	-1	0.7	100	6	-1	0	0	1	101
COc1cccc(OCc2cc(/C=N/NC(=O)c3nc(Cl)c(Cl)c(N)c3Cl)ccc2OC)c1	-3	94	-12	0.4	98	0	-14	-3	0	-13	95
Cc1ccc(C)c(NC(=O)COc2cccc3c2CCN(Cc2ccccc2)C3=O)c1	-6	100	-5	5.7	102	35	-3	-3	-6	-1	104
COc1cc2c(cc1NC(=O)COC(=O)[C@@H](NC(=O)c1ccccc1F)C(C)C)oc1ccccc12	-8	105	-4	1.0	99	13	-12	-10	-3	-11	101
O=[N+]([O-])c1cccc(-c2ccc3nnc(SCc4ccccn4)n3n2)c1	-2	103	-10	0.2	102	4	-4	-1	-3	0	99
C=CCOC(=O)C(=O)/C=C/c1c(C)n(C)n(-c2ccccc2)c1=O	-4	154*[activator]	-7	-0.1	107	1	-3	0	-4	-1	150*[activator]
O=C(c1ccccc1S(=O)(=O)NCc1ccccc1)N1CCCCC1	-4	100	-3	0.4	102	1	-8	0	0	-5	99
COCC1CCCN(Cc2nc(Cc3ccccc3)no2)C1 (stereo unspecified)	0	?	1	0.0	103	1	7	0	-2	5	101
CCOC(=O)c1sc2ncn(C(C)C(=O)OC)c(=O)c2c1C (stereo unspecified)	0	104	0	0.7	101	8	0	0	0	1	104

Taken from above:
ABCG2 inh, COc1cccc(OCc2cc(/C=N/NC(=O)c3nc(Cl)c(Cl)c(N)c3Cl)ccc2OC)c1 is entered as 0
RGS8-Gao reg, COCC1CCCN(Cc2nc(Cc3ccccc3)no2)C1 (stereo unspecified) is entered as 103

Continuation:
structure	Bim-Bcl-XL	RGS7-Gao	Bim-Bcl-B	ABCB1 inh	RGS8-Gao reg	ABCG2 inh	Bim-Bfl-1	Mcl-1 Bim block	Bcl-W Bim block	Bcl-2 Bim block	RGS4-Gao reg
O=C(CSc1ncnc2sc3c(c12)CCCC3)N1CCC(c2noc3ccc(F)cc23)CC1	2	98	-2	1.8	74	3	1	0	-3	0	73
CCOc1ccc(C(=O)NC(=S)NC2CCCC2)cc1[N+](=O)[O-]	-8	103	-7	0.9	99	17	-18	-4	-6	-6	105
CC(=O)Nc1ccc(NC(=O)C(C)Oc2ccccc2F)cc1 (stereo unspecified)	-8	100	-10	-0.2	102	6	-23	-3	-5	-17	101
CCOC(=O)c1[nH]c(C)c(C(=O)NCc2ccccn2)c1C	-5	97	-7	1.5	98	25	-12	-6	-3	-12	97
CCSc1nnc(NC(=O)c2cc(C)nc3ccccc23)s1	0	99	1	1.1	98	7	-3	0	1	0	98
CNC(=O)/C(C#N)=C\c1cc(C)n(-c2ccc(N3CCOCC3)cc2)c1C	-3	96	-2	0.0	99	2	0	-3	-1	-6	92
CCN1CCN(C(c2ccccc2)c2nnnn2CCc2ccc(OC)c(OC)c2)CC1 (stereo unspecified)	-2	98	-7	0.6	99	1	-10	0	0	-13	100
CN(C)S(=O)(=O)c1ccc2c(c1)nc(CCC(=O)O)n2C	-4	100	-1	-2.1	102	-7	0	-1	-1	-2	97
COc1ccc(CC(=O)Nc2nnc(C)s2)cc1	1	97	-4	0.6	99	2	-12	0	0	-8	98
Cn1c(=Nc2ccccc2)sc2ccccc21	-3	102	-7	-0.2	99	0	-12	-5	0	-11	107
O=C(Nc1ccccc1Cl)c1ccc(S(=O)(=O)N2CCOCC2)cc1	0	100	-4	-2.4	100	-3	-9	2	2	-9	100
O=C1NC(=O)/C(=C\c2ccc(N3CCOCC3)o2)N1	-1	116	-3	-0.1	103	0	1	1	0	-1	109
Cc1c(C=O)c(=O)n(-c2ccccc2)n1-c1ccccc1	-7	99	-4	0.6	99	2	-6	-4	-5	0	99
Cc1ccc(C(=O)N2CCN(c3ccc(NC(=O)CSc4ccc(Cl)cc4)cc3)CC2)cc1	-2	105	-4	-0.3	104	1	0	2	-1	1	102
CCOc1ccc(NS(=O)(=O)c2ccc3[nH]cc(C(=O)NCC4CCCO4)c(=O)c3c2)cc1 (stereo unspecified)	-4	97	-3	-1.3	89	-2	-3	-1	-4	-5	91
O=c1c2nccnc2[nH]c(=S)n1Cc1ccccc1	0	101	-8	-0.5	101	4	0	-2	0	2	100
CCc1ccc(C(=O)COC(=O)c2ccc(Cl)nc2)cc1	-3	?	-3	-0.5	103	0	-3	4	-3	0	105
O=C(NCCOc1ccccc1Cl)C(=O)Nc1ccccc1	-5	98	-2	0.2	101	1	-1	-3	-2	0	99
CCN(CC)C(=O)c1cc2c(=O)n3cccc(C)c3nc2n1C	0	102	0	0.9	101	3	0	-2	0	0	103
CCCC(=O)Nc1ccc(NC(=S)NC(=O)c2ccccc2[N+](=O)[O-])cc1	-11	109	-16	0.1	105	3	-14	-6	-6	-7	103

Arranged by the number under Bim-Bcl-XL (ascending): 3 from the list above
structure	Bim-Bcl-XL
Cc1ccc(C)c(NC(=O)COc2cccc3c2CCN(Cc2ccccc2)C3=O)c1	-6
O=C(c1ccccc1S(=O)(=O)NCc1ccccc1)N1CCCCC1	-4
Cn1c(=Nc2ccccc2)sc2ccccc21	-3

Next section:
structure	Bim-Bcl-XL	RGS7-Gao	Bim-Bcl-B	ABCB1 inh	RGS8-Gao reg	ABCG2 inh	Bim-Bfl-1	Mcl-1 Bim block	Bcl-W Bim block	Bcl-2 Bim block	RGS4-Gao reg
Cn1c(CO)cnc1SCc1ccc(F)cc1	0	?	-1	0.0	100	2	-2	2	0	1	99
Cc1nnc(NC(=O)c2cc3n(n2)C(C(F)(F)F)CC(C2CC2)N3)s1 (stereo unspecified)	-5	102	-9	0.2	100	3	-11	-5	1	-5	95
COCCCNC(=O)C(=O)C1C(=O)Nc2ccccc21 (stereo unspecified)	0	?	-2	0.2	100	1	-6	-1	0	-5	96
COc1cccc(N2CCN(C(=O)CSc3ccc(F)cc3)CC2)c1	-2	98	0	-0.2	99	7	-8	-2	0	-3	101
CN(C)C(=O)c1noc2cc([N+](=O)[O-])ccc12	0	100	-10	1.4	101	3	-14	-2	0	-12	101
CCOc1ccc(S(=O)(=O)NCC(=O)N(C)Cc2cccnc2)cc1	-1	101	0	0.4	99	1	0	0	-1	0	101
CCC/C(O)=C1\C(=O)CCCC1=NCCc1ccc(OCC)c(OCC)c1	0	100	-6	1.8	100	3	-2	0	-1	-2	99
